From PubChem
Abs 340nm = compound absorbs light at 340 nm | compound absorbance at 340 nm, fold over control | fold change at 10 µM | 65,000 tested, under 10 active;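 active = at 10 µM dose, initial 340 nm absorbance at least 2 fold that of control wells; inactive = change under 2 fold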;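 also: initial absorbance extrapolated from kinetic A340 decline of NADH oxidation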
Ecoli tolC = E. coli tolC mutant growth inhibition | E. coli BW25113 tolC mutant growth, OD615 | growth inhibition, % at 10 µM (by protocol) | 65,000 compounds, 2.2% hits | AID 573;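 active = growth inhibition at or above a cutoff equal to the mean over every tested compound plus 3 SD, cut at about 60% in these data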;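 also: growth measured after 20 h incubation at 37 °C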
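test system = E. coli BW25113 ΔtolC::kan bacteria | medium = LB with kanamycin 50 µg/mL | signal = OD at 615 nm | schedule = 37 °C, 20 h exposure | evaluation = % inhibition of E. coli growth | compound dosing = one dose of 10 µM final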
MMP-13 inhibitor = MMP13 (human) collagenase inhibition | P45452 | MMP-13 fTHP FRET cleavage, Mca fluorescence | inhibition, % at 4 µM | 65,000 compounds, 0.07% hits;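 active = inhibition above the mean of compound-free control plate wells plus 3 SD, cut at about 14% in these data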;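 also: 0% = DMSO wells and 100% = wells with reference MMP-13 inhibitor after basal subtraction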
HEK293 NFkB inh = lowers PMA/ionomycin-induced NF-kB signal in HEK293 cells | inhibition, % at 3 µM | HEK-293 NF-kB luciferase reporter, luminescence | AID 465 | 62,000 compounds, 0.21% hits;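 active = inhibition above the mean of all tested compounds plus 3 SD, cut at about 40% in these data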;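 also: 0% = stimulated DMSO wells and 100% = 10 µM reference inhibitor 5653914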
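Timing: 1 h pretreatment, 16 h stimulation, 37 °C; system: HEK-293 cells with stable firefly luciferase reporter driven by four HIV NF-kB elements; doses: 3 µM once, 0.30% DMSO; measured by: luciferase luminescence; control set: DMSO and 10 µM reference inhibitor; repeats: single test; reagent: PMA plus ionomycin mix as NF-kB-activating stimulus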
NADH enzymes = inhibitors of enzymes used to reach an NAD/NADH endpoint. coupled PK/LDH NADH assays, four targets. IC50, µM (highest dose often 10 µM), for the others: top-dose inhibition. 65,000 compounds, 0.02% hits;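 active = single-dose screening hits from any of four coupled enzyme assays that gave an IC50 when retested across doses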;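 also: the DPM-DC format reads NADH fluorescence rather than 340 nm absorbance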
JNK3 blocker = blocks human JNK3 kinase activity | purified JNK3 kinase activity, HTS | 60,000 compounds, 0.61% hits | inhibition, % at 8 µM | P53779; in the data active = inhibition above about 17%;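 also: 0% = DMSO and 100% = reference inhibitor; many of its hits are not listed in these tables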
Target sequence (P53779 whole entry, looked up): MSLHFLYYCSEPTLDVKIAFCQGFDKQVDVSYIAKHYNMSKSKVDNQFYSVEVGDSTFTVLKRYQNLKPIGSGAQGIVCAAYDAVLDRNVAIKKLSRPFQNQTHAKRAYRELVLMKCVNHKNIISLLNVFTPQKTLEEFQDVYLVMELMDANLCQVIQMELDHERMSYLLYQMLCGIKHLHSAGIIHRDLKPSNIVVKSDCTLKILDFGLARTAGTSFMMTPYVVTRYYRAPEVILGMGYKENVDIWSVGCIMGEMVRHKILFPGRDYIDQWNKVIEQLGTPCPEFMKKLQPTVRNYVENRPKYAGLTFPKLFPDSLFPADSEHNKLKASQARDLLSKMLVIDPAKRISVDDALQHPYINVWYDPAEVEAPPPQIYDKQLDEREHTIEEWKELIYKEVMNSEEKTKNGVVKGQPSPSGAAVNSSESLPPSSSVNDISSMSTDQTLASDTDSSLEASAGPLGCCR
ROCK2 blocker = ROCK2 (human) kinase inhibition. purified ROCK2, Kinase-Glo ATP depletion luminescence. inhibition, % at 6 µM. 60,000 compounds, 0.35% hits;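 active = inhibition above the screen-wide mean inhibition plus 3 SD, cut at about 18% in these data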;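 also: plate controls were DMSO wells for no effect and Y-27632 control wells after no-enzyme background subtraction for full effect; many of its hits are not listed in these tables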
Fluor 339 460 = intrinsic fluorescence of library compounds, ex339/em460 – biochemical, MLSMR library, data from DPM-DC assay, artefact control, profiling panel; compound autofluorescence, ex339/em460 nm, NADH buffer; stronger effect = higher value; 1 = no-compound wells, NADH background; fluorescence fold increase at 10 µM; 65,000 compounds, 5.5% hits; AID 709;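 active = at 10 µM, mean starting fluorescence two-fold or more over control wells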;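 also: signal is the first read of a kinetic run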
PKA kinase inh = PKA (human) kinase inhibition; P17612; PKA Kemptide phosphorylation, Kinase-Glo ATP luminescence; inhibition, % at 6 µM; 65,000 compounds, 0.1% hits; AID 524;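 active = inhibition above the screen-wide mean inhibition plus 3 SD, cut at about 21% in these data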; also: many of its hits are not listed in these tables
Numbers without * were called inactive; . = no result given; [ ] = remark or other dose.

SMILES | Abs 340nm | Ecoli tolC | MMP-13 inhibitor | HEK293 NFkB inh | NADH enzymes | JNK3 blocker | ROCK2 blocker | Fluor 339 460 | PKA kinase inh
CC(=O)OC[C@H]1O[C@@H](n2ncc(=O)[nH]c2=O)[C@H](OC(C)=O)[C@@H]1OC(C)=O | 0.97 | 7 | 4 | . | 3% | 3 | 1 | 1 | 0
COc1ccc2[nH]c(C(=O)O)c(CCNC(C)=O)c2c1 | 1 | -16 | -86[fluorescence artefact?] | 5 | 12% | 1 | 2 | 2.5* | 0
O=C(NCc1cccc(Cl)c1)c1ccc2c(c1)OCO2 | 1 | 24 | -3 | 12 | 5% | -2 | 8 | 1.1 | 8
CN1C(=O)C(O)(c2sc(N)nc2-c2ccccc2)c2ccccc21 (stereo unspecified) | 1 | -7 | 0 | 5 | 9% | 3 | -2 | 1.1 | 1
COC(=O)C1C(=O)N2CCCSC2=C(C#N)C1c1cccs1 (stereo unspecified) | 1 | -21 | 0 | 14 | 3% | -2 | 2 | 1 | 1
COc1ccc(C(=O)Oc2c(CN3CCOCC3)cc(Cl)c3cccnc23)cc1 | 0.99 | 26 | -1 | 19 | 2% | 0 | 5 | 1 | 7
CC(CN1CCCC1)OC(=O)COc1ccccc1 (stereo unspecified) | 1 | -5 | 10 | 10 | 6% | -3 | 0 | 1.1 | 10
CCOc1ccc(C(CC(=O)O)NC(=O)c2ccco2)cc1OC (stereo unspecified) | 0.98 | -15 | -3 | -3 | 10% | 0 | 4 | 1.1 | 2
CC(C)CC(=O)Nc1ccc(-c2cn3ccsc3n2)cc1 | 1 | -8 | 2 | -23 | 5% | 0 | -6 | 1.1 | -7
O=C(CSc1nnnn1-c1ccccc1)Nc1nsc(-c2ccccc2)n1 | 1 | 22 | -1 | 0 | 10% | -12 | -1 | 1.1 | -2
CCN1CCN(c2ncnc3c2cnn3-c2ccc(Cl)cc2)CC1 | 1.1 | 4 | -6 | -5 | 3% | 0 | -2 | 1.1 | -3
CN1CCN(S(=O)(=O)c2ccc(NC(=O)C3CCCCC3)cc2)CC1 | 1 | -1 | 2 | 17 | 5% | -3 | -3 | 1.1 | -1
NC(=O)C1(N2CCCCC2)CCN(CC(=O)Nc2cc(Cl)ccc2Cl)CC1 | 1 | 4 | -2 | 19 | 1% | 3 | 2 | 1 | 2
O=C1c2ccccc2C(O)N1c1cccnc1 (stereo unspecified) | 1 | -16 | -1 | -10 | 3% | 8 | 1 | 1.1 | 0
O=S(=O)(NCCc1ccccc1F)c1cccc(S(=O)(=O)N2CCOCC2)c1 | 0.99 | 4 | 2 | 8 | 1% | . | . | 1.1 | 5
COC(=O)c1cccc(OCC(O)Cn2cnc3cc(C)c(C)cc32)c1 (stereo unspecified) | 1 | -6 | -3 | 10 | 8% | . | . | 1.1 | 8
COCCOC(=O)c1c(C)oc2ccc(NS(=O)(=O)c3ccc(F)cc3)cc12 | 0.99 | 22 | -6 | 3 | 5% | 0 | 9 | 1 | 10
COC(=O)c1ccccc1S(=O)(=O)N(CCCN1CCOCC1)Cc1cccs1 | 1 | -6 | -2 | 6 | 5% | -7 | 1 | 0.98 | 3
O=C(CNS(=O)(=O)c1cccc(C(F)(F)F)c1)Nc1ccccc1F | 1 | 5 | 5 | 5 | 9% | -2 | 11 | 1.1 | 12
O=C(CCCc1c[nH]c2ccccc12)N1CCN(c2ccc(N3CCOCC3)nn2)CC1 | 1 | 3 | -3 | 9 | 3%[fluoresces] | -6 | -2 | 2.1* | 3
O=C(CN1CCN(C(=O)c2ccco2)CC1)Nc1cc(C(F)(F)F)ccc1Cl | 1 | 5 | -7 | -10 | 1% | -7 | 5 | 1.1 | 7
Cc1cc(=O)n2nc(N3CCCC(C(=O)NCc4ccco4)C3)sc2n1 (stereo unspecified) | 1 | -12 | -1 | 20 | 8% | -1 | 4 | 1.1 | 8
c1ccc(C(Cc2nc(-c3ccncc3)no2)c2ccccc2)cc1 | 1 | 41 | 3 | 22 | 4% | 9 | 2 | 1.1 | 6
O=C(CCc1nc(-c2ccc(Cl)cc2)no1)OCc1ccc(Br)cc1 | 1.1 | 19 | 5 | 0 | 4% | 12 | 6 | 1.1 | 6
COc1ccc(CNC(=O)C2CCN(C(=O)N3CCOc4ccc(C)cc43)CC2)cc1 | 1 | -2 | -9 | 29 | 5% | -5 | -3 | 1.1 | -2
Cc1nn(C(C)C(=O)NCC2CCCO2)c(=O)c2cc3occc3n12 (stereo unspecified) | 1 | -14 | -5 | 20 | 6% | 4 | 6 | 1.1 | 8
C=CCn1c(SCc2cccnc2)nnc1-c1ccncc1 | 1 | -20 | 3 | 24 | 11% | -5 | -1 | 1 | 4
CCCCNC(=O)OC(C)CNC(=O)Oc1cccc(C)c1 (stereo unspecified) | 0.96 | -14 | -1 | 2 | 3% | -2 | 5 | 1 | 8
COc1ccc(NC(=O)Nc2ncn(Cc3cccc(C(F)(F)F)c3)n2)cc1OC | 1 | 21 | -1 | 22 | 6% | 1 | -3 | 1.1 | -5
O=C(c1ccco1)N1CCN(S(=O)(=O)c2cccc(C(F)(F)F)c2)CC1 | 1.1 | 4 | 4 | 11 | 1% | -2 | 0 | 1.1 | -2
COC(=O)CSc1nc(C2CC2)nc2ccccc12 | 1 | 15 | 1 | 8 | 6% | 2 | 3 | 1 | 12
COC(=O)CC1SC(=O)NC1=Nc1ccccc1 (stereo unspecified) | 1 | -6 | -1 | 3 | 39% | 1 | 6 | 1.7 | 12
Cc1cccc(NC(=O)c2cc(N3CCOCC3)nc3ccccc23)c1 | 1 | 5 | -14 | . | 4% | -1 | 4 | 1.9 | 5
Cc1nc(N)[nH]c(=O)c1CCC(=O)OCC(C)C | 0.98 | -11 | -4 | 0 | 2% | 3 | 4 | 1.1 | 11
N#CC1(c2ccccc2)CCCN1C(=O)c1ccco1 (stereo unspecified) | 1 | -1 | 4 | 10 | 10% | -4 | 4 | 1 | 9
COc1ccccc1N1CC(C(=O)Nc2cccc(C(=O)O)c2)CC1=O (stereo unspecified) | 0.99 | -6 | -3 | 7 | 4% | 5 | 4 | 1.1 | 5
Cc1ccccc1OCC(=O)Nc1ccc(N2CCN(C(=O)C(C)C)CC2)c(Cl)c1 | 0.99 | 43 | -2 | 13 | 7% | -3 | 5 | 1.1 | 10
COC(=O)CCCC(=O)N1CCOCCN(C(=O)CCCC(=O)OC)CCOCC1 | 0.95 | -3 | 0 | -5 | 9% | -4 | 6 | 1.1 | 7
COc1ccccc1-c1nnc2sc(COc3ccc(Cl)cc3)nn12 | 1.1 | 69* | -1 | 11 | 5% | -3 | 8 | 1.1 | -3
COc1ccc(Cl)cc1C(=O)Nn1c(C)nc2ccccc2c1=O | 0.99 | -1 | 1 | -16 | 6% | 2 | -2 | 1 | 7
O=C(CCn1nnc2ccccc21)N1CCC(O)(c2cccc(F)c2)CC1 | 1.1 | -1 | 5 | 28 | 2% | . | . | 1.1 | -6
O=C(O)c1cccc2c1C(=O)N(Cc1ccncc1)C2 | 1 | -13 | 0 | 16 | 6% | -5 | 4 | 1.1 | 8
COc1ccc(OC)c(C2/C(=C(/O)c3ccccc3)C(=O)C(=O)N2Cc2ccco2)c1 (stereo unspecified) | 1.1 | 9 | 7 | . | 5% | 0 | -1 | 1 | 2
O=C(NC(Cc1ccccc1)C(=O)N1CCCC1C(=O)O)c1ccccc1 (stereo unspecified) | 1 | -5 | 4 | 19 | 11% | -2 | 4 | 0.84 | 5
CC(C)(C)n1nnnc1C(c1cccc(C#N)c1)N1CCC(Cc2ccccc2)CC1 (stereo unspecified) | 0.97 | 26 | 2 | 7 | 3% | 7 | 2 | 1 | 3
O=C(c1c(F)cccc1F)N1CCC(O)(c2cccnc2)CC1 | 0.99 | -20 | 1 | 3 | 8% | 7 | 2 | 1 | 5
CCOC(=O)c1nnn(-c2nonc2N)c1CSc1ccc(C)cc1 | 1 | 40 | -4 | 1 | 4% | 1 | 14 | 1.1 | 12
Cc1ccc(P(=O)(CC(=O)O)c2ccc(C)cc2)cc1 | 0.99 | -29 | 2 | 13 | 11% | -3 | 7 | 1.1 | 8
CCn1c2ccccc2c2cc(NC(=O)COC(=O)Cc3cn4ccsc4n3)ccc21 | 1 | 6 | 4 | 14 | 5% | -3 | -4 | 1.1 | -6
O=S(=O)(Nc1nccs1)c1ccc2c(c1)OCCO2 | 1 | -11 | 2 | 2 | 9% | 6 | 3 | 1.1 | 6
COc1ccc(OC)c(NC(=O)c2cnc3ccccn3c2=O)c1 | 1.1 | -13 | -7 | 5 | 11% | 0 | 6 | 1.1 | 3
Cc1ccc(C)c(N=C2NC(=O)CS2)c1 | 1 | -6 | -8 | 2 | 4% | 4 | 5 | 1.1 | 10
COC(=O)c1ccc(CSc2ccc3nnc(-c4ccc(OC)c(OC)c4)n3n2)o1 | 0.99 | 18 | 1 | 26 | 8% | -11 | -1 | 1.1 | -3
O=C(C1CCC(CNc2c(N3CCCCC3)c(=O)c2=O)CC1)N1CCN(c2ccccn2)CC1 (stereo unspecified) | 1.1 | 0 | 1 | 7 | 7% | -14 | -1 | 1.1 | 5
COc1ccc(S(=O)(=O)NCCSCc2ccco2)cc1Cl | 1 | 27 | 3 | 13 | 1% | 3 | 5 | 1.1 | 15
O=C(Nc1ccc(N2CCOCC2)cc1)c1cnsn1 | 1.1 | 4 | 2 | 42* | 1% | -1 | -1 | 1.1 | 4
Cc1cc(C)nc(SCC(=O)Nc2ccc(S(=O)(=O)Nc3onc(C)c3C)cc2)n1 | 1 | -6 | 1 | 12 | 2% | 0 | 2 | 1.1 | 10
C=CCn1c(CCCNC(=O)C(C)(C)C)nc2ccccc21 | 1 | 0 | -10 | 6 | 3% | -6 | 4 | 0.99 | 9
COc1ccc(CCNC(=O)Cn2cnc3c(cnn3C(C)(C)C)c2=O)cc1OC | 1 | -5 | 0 | -5 | 3% | -4 | 2 | 1.1 | 6
Cc1cccnc1NCc1ccc(O)c2ncccc12 | 0.99 | 5 | -6 | 13 | 6% | -6 | -4 | 1 | -2
Cn1nnc(NC(=O)c2ccco2)n1 | 1 | -9 | -5 | 10 | 9% | -4 | 8 | 1.1 | 6

Not all compounds are listed (hit frequency here may not be typical).
